# CDK5 inh – inhibitors of human CDK5/p35 kinase, primary screen, biochemical, single concentration; Cyclin-dependent kinase 5 (Homo sapiens) + Cyclin-dependent kinase 5 activator 1 (Homo …; Recombinant CDK5/p35, ADP-Glo luminescence, 60 min; inhibition, % at 10 µM; 330,000 compounds, 0.01% hits; AID 488839, 2010;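 active = highest replicate inhibition of at least 50% and at least 75% of replicates reaching 50%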;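 note: plate controls were DMSO neutral control for no effect and GW8510 at 10 µM for full effect; many of its hits are not listed in these tables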
# Target sequence (Q00535 whole entry, looked up): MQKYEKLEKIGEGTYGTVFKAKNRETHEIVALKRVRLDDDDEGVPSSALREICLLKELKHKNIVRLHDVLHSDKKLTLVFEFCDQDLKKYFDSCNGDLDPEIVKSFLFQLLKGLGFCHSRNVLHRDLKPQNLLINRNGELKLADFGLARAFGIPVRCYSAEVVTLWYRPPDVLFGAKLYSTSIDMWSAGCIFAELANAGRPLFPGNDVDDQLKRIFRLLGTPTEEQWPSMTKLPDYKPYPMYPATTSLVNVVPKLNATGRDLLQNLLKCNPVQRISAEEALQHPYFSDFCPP
# Target sequence (Q15078 whole entry, looked up): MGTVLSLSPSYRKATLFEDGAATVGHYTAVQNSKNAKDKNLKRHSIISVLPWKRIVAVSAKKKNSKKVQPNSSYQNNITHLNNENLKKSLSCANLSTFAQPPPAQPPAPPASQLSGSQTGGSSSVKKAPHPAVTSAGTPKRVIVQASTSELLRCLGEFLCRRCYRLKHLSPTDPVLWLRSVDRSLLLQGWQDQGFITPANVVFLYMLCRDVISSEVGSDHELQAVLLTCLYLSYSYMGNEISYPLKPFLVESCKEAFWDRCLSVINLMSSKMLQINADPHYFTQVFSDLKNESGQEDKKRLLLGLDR
# PfHsp90 set2 – growth inhibition of PfHsp90-expressing yeast, primary screen, antimalarial PfHsp90 inhibitor project, S. cerevisiae, BacTiter-Glo luminescence, single point, set 2. BacTiter-Glo ATP, 48 h; yeast lacking PDR1 and PDR3 efflux regulators. inhibition, % at 9.4 µM. 310,000 compounds, 0.32% hits. AID 504621, 2011;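 active = every replicate shows inhibition above about 80%, whatever the replicate mean, limit read from the data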;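 note: 0% = DMSO neutral controls and 100% = 20 µM radicicol positive controls; yeast relying on Plasmodium falciparum Hsp90 in place of its own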
# Keap1 Nrf2 FP – Keap1-Nrf2 protein-protein interaction inhibitors, primary screen, biochemical, fluorescence polarization, single point; Kelch-like ECH-associated protein 1 (Homo sapiens), Q14145; 340,000 compounds, 0.15% hits; inhibition, % at 9.4 µM; Keap1 Kelch-Nrf2 peptide fluorescence polarization, 1536-well; in the data active = inhibition above about 12%;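 note: human Keap1 Kelch domain with fluorescein labeled Nrf2 9mer peptide probe; 0% = neutral control wells and 100% = peptide positive control; higher means more block of Keap1 binding to Nrf2 peptide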
# PvdQ acylase – P. aeruginosa PvdQ acylase inhibitors, primary screen, biochemical, fluorescence, plate reader and imaging, single point | PvdQ acylase [Pseudomonas aeruginosa LESB58] | purified PvdQ acylase | inhibition, % at 10 µM | 340,000 compounds, 0.063% hits | AID 488965, 2010; in the data active = inhibition above about 30%, passing the limit was not always enough;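 note: 0% = vehicle neutral wells and 100% = reference inhibitor wells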
# Cardiac RTF inh – cardiac RTF calcium sensitivity inhibitors, primary screen, biochemical, IANBD-TnC fluorescence, EC70 calcium. 340,000 compounds, 0.12% hits. IANBD-labeled cardiac RTF, Ca2+ fluorescence. AID 493244, 2011. Troponin I, cardiac muscle (Homo sapiens) + Troponin T, cardiac muscle (Homo sapiens) + …. inhibition, % at 7.15 µM;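 active = inhibition above the mean inhibition of all tested compounds plus 3 SD, cut at about 17% in these data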;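 note: assay run at fixed EC70 calcium of 1.6 mM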
# NSD2 inh – NSD2 histone methyltransferase inhibitors, primary screen, biochemical, AlphaScreen, single concentration, set 2 | Histone-lysine N-methyltransferase NSD2 (Homo sapiens), O96028 | 310,000 compounds, 0.54% hits | inhibition, % at 12.5 µM | NSD2 peptide methylation, 120 min; in the data active = inhibition above about 50%
# C-LANA FP – inhibitors of KSHV C-LANA binding to DNA, primary screen, biochemical, fluorescence polarization, FAM-LBS DNA, MBP-C-LANA, single point; Kaposi's sarcoma herpesvirus LANA C-terminal domain (residues 932-1162) DNA binding; inhibition, % at 9 µM; 340,000 compounds, 0.078% hits; AID 504423, 2011;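 active = highest replicate inhibition at or above 60% at 9 µM, even if other replicates fall short; inactive = all replicates below 60% inhibition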;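 note: 0% = neutral control wells and 100% = 4 µM acridine orange control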
# cardiac RTF act – cardiac RTF calcium sensitivity activators, primary screen, biochemical, IANBD-TnC fluorescence, EC20 calcium; Troponin I, cardiac muscle (Homo sapiens) + Troponin T, cardiac muscle (Homo sapiens) + …; IANBD-labeled TnC RTF fluorescence at EC20 calcium; 0% EC20 calcium, 100% full calcium; activation, % at 7.2 µM; 340,000 compounds, 0.24% hits;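 active = activation above the mean over all tested compounds plus 3 SD, cut at about 30% in these data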;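 note: rise in fluorescence read as greater calcium sensitivity of cardiac thin filaments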
# dFosB activator – activators of delta FosB homodimer, primary screen, biochemical, fluorescence polarization, TAMRA-CDK5 oligo, single point; Protein FosB (Mus musculus), P13346; 340,000 compounds, 0.99% hits; AID 493131, 2011; purified delta FosB; percent of positive-control signal above neutral wells; activation, % at 25 µM;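 active = mean activation above about 17%, with every replicate also reaching it, limit read from the data, passing the limit was not always enough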;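 note: fluorescence polarization rise as delta FosB binds a TAMRA Cdk5 AP-1 oligo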
# SUMO Mot1 rescue – yeast Mot1-301 growth rescue at high temperature, primary screen, SUMOylation pathway inhibitor project, S. cerevisiae, ATP luminescence, 38.5C | 320,000 compounds, 1% hits | S. cerevisiae Mot1-301 growth rescue; percent above DMSO median, 100 means doubled | growth rescue, % at 18.8 µM;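 active = every valid replicate shows activation above 250% relative to neutral control wells; inactive = the rest, any valid replicate at or below 250%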;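 note: OY570 slx delta 5 strain wells were the positive control but not used for scaling; some compounds called inactive have numbers as strong as hits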
# Rtt109 HAT inh – inhibitors of C. albicans Rtt109/Vps75 HAT, primary screen, biochemical, ThioGlo CoA-SH fluorescence, plate reader; purified Rtt109/Vps75, 4 h; inhibition, % at 34.9 µM; 330,000 compounds, 0.16% hits;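 active = inhibition of at least 50% in every replicate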
# Target sequence (Q5AAJ8 whole entry, looked up): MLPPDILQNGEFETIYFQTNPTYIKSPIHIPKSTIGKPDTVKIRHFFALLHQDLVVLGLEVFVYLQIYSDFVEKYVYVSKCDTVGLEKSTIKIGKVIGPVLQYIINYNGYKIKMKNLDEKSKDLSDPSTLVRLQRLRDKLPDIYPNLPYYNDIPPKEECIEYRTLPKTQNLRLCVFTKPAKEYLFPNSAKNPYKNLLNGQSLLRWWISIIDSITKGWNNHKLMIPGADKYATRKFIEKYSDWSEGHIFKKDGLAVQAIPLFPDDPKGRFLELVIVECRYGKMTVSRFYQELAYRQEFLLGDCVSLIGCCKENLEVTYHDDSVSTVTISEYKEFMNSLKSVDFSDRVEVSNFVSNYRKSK
# * hit, by the source's call; . = no result given.
compound,NSD2 inh,Rtt109 HAT inh,PvdQ acylase,Cardiac RTF inh,dFosB activator,CDK5 inh,PfHsp90 set2,SUMO Mot1 rescue,C-LANA FP,cardiac RTF act,Keap1 Nrf2 FP
CCOc1ccccc1N1CCN(Cc2cccc(OC)c2O)CC1,11,2,8,-7,-11,-1.3,-10,-2,0.6,1,-4
Cc1ccc2nc(-c3ccc(NC(=S)NC4CC(C)(C)NC(C)(C)C4)cc3)sc2c1,6,62*,-3,-17,-65,-0.2,21,101,-2.4,2,-4
COc1ccc(NC(=O)c2ccco2)cc1NC(=O)c1cccc(F)c1,-2,-7,11,-2,1,-0.4,-4,.,2.3,-6,-5
CN(C)c1nc(C=C(C#N)C#N)c(Cl)n1-c1ccc(F)cc1,38,3,0,-5,-7,1.2,15,.,0.4,6,-7
C=CCNc1nnc(Cc2ccc(C(C)C)cc2)c(=O)[nH]1,0,-2,-10,0,6,-0.6,-12,0,3.1,2,5
CCC(c1nnnn1Cc1ccco1)N1CCN(C(=O)c2ccco2)CC1 (stereo not given),-7,3,10,-5,4,1.8,23,6,2.1,2,0
Cc1ccc(-c2cc(C(=O)Nc3c(C#N)cnn3C)no2)cc1,-1,-6,-10,-12,-10,1.0,6,-4,2.9,6,1
CCOc1cc(/C=C2/C(=N)N3C(=NC2=O)SN=C3S(=O)(=O)C(C)C)ccc1OC(=O)c1ccco1,10,16,-4,0,-7,1.5,-10,20,-9.7,1,-1
CCc1nc2c(n1O)CCc1nonc1-2,1,1,-8,3,4,-1.0,.,-7,0.0,6,-2
CCN(CC)c1ccc(NC(=O)c2ccco2)c(C)c1,3,6,2,0,3,-1.3,.,54,-1.6,-6,-7
O=C1CC(c2ccco2)Cc2nc(Nc3nc(-c4ccccc4)c4ccccc4n3)ncc21 (stereo not given),.,6,-15,0,-6,-1.5,-29,10,2.2,-3,-9
CC(C)CC(OC(=O)c1ccco1)C(=O)NC1CCCCC1 (stereo not given),-1,-8,-2,-6,3,-0.9,.,140,-1.7,6,0
Cc1c(O)ccc2c(=O)c(Oc3ccccc3)coc12,-4,-1,-13,-1,-1,-0.1,-5,11,-1.6,0,-6
C/C(CC(=O)NC12CC3CC(CC(C3)C1)C2)=N\NC(=O)Cc1cccs1,0,-7,-3,-9,-5,0.1,6,-4,-0.7,0,-1
CCc1cccc(CC)c1NC(=S)NCCc1ccc(O)c(O)c1,6,1,2,3,-1,0.0,-7,321,2.4,0,-3
CC(C)C(NC(=S)Nc1ccccc1)C(=O)O (stereo not given),-2,2,-15,-6,-12,0.9,-20,956*,1.6,-3,-4
C=C(C)CSC1=C(C#N)C(c2ccsc2)CC(=O)N1 (stereo not given),-3,1,-6,0,0,0.7,9,-5,-0.2,-3,-6
Cc1ccc(-n2ccnc(SCC(=O)NC3CCCC3)c2=O)cc1F,1,-84,-8,-9,-10,-0.4,.,4,-0.5,2,-1
CCN1CCN(S(=O)(=O)c2cccc3nsnc23)CC1,.,-1,21,5,-1,6.1,-6,8,-2.5,6,-1
O=C1CC(N2CCN(c3ccccc3)CC2)C(=O)N1Cc1ccc(Cl)cc1 (stereo not given),1,6,-13,-14,-8,1.3,-13,309,1.0,15,-4
COc1cc2c(cc1OC)C(c1cc3cc(C)ccc3[nH]c1=O)N(C(=O)c1ccco1)CC2 (stereo not given),8,8,0,3,-8,1.0,-9,2,0.9,-1,-3
COc1ccc(CCNC(=O)C2CCCN2C(=O)Nc2ccc(C)cc2)cc1OC (stereo not given),1,0,-5,-3,4,0.2,-12,5,2.2,3,1
CCOC(=O)c1nc(N2CCN(C(=O)OCC)CC2)c2c3c(sc2n1)CCCC3,6,13,-3,-8,-13,0.4,1,5,-1.3,1,-3
COC(=O)c1cc(NC(=O)C2CC=CCC2C(=O)O)cc(C(=O)OC)c1 (stereo not given),6,-3,-4,-3,-1,0.4,.,-6,2.3,0,2
Cc1cc(=O)n2c3c(c4c(cc13)c(CN(C)C)cc(=O)n4C)OC2,.,-1,-16,-8,-8,1.5,-22,.,-1.9,-5,-9
COC(=O)c1c(C)oc(C)c1S(=O)(=O)NCC1CC1,-1,0,-7,2,5,1.4,-6,1,0.5,5,-2
c1ccc2c(c1)[nH]c1c(N3CCOCC3)ncnc12,-1,28,9,-2,-5,0.5,-4,236,-0.2,0,1
CCN(CC)S(=O)(=O)c1ccc(NC(=O)COC(=O)CN2C(=O)c3ccccc3C2=O)cc1,-1,-11,-13,-10,4,-0.9,.,.,-0.3,4,1
CCOC(=O)Cn1c2c(c(=N)c3ccccc31)CCC2,1,-30,-1,12,-9,1.8,7,-5,0.5,10,-1
Cc1cc(C2C(C#N)=C(N)Oc3n[nH]c(C)c32)c(C)s1 (stereo not given),1,11,-1,7,-3,0.3,12,254,-0.3,-1,-2

# The list goes on.
compound,NSD2 inh,Rtt109 HAT inh,PvdQ acylase,Cardiac RTF inh,dFosB activator,CDK5 inh,PfHsp90 set2,SUMO Mot1 rescue,C-LANA FP,cardiac RTF act,Keap1 Nrf2 FP
COc1ccccc1N(C)S(=O)(=O)c1ccc(C)c(C(=O)Nc2nccs2)c1,1,.,-11,-17,-4,-0.3,9,13,.,-6,.
Cc1cc(C)cc(C(=O)NCC(=O)OCC(=O)c2cc(C)n(CC(F)(F)F)c2C)c1,0,.,0,-2,2,-4.0,41,-21,0.2,6,-6
CC1=CC(C)(C)N(C(=O)CNC2CCCCC2)c2cc(C)ccc21,8,6,-4,6,-15,-2.3,-3,-7,-1.3,2,0
Cc1ccc(-n2c(-c3ccco3)n[nH]c2=S)cc1,7,-2,-11,3,-7,1.5,-29,13,-1.5,-3,-7
Nc1c(Cl)ncnc1NCc1cccnc1,22,.,-5,0,7,-0.4,19,-6,0.9,-2,-4
O=C(NC(=S)NCCCN1CCOCC1)c1ccc([N+](=O)[O-])cc1,0,-17,-14,1,2,-2.7,-12,46,0.2,2,2
CN(C)c1nc(Nc2ccc(Cl)cc2)nc(OCC#N)n1,47,2,-2,5,-10,-0.2,-21,410,-0.3,9,-3
Cc1nc2cc(-c3cccs3)[nH]n2c(=O)c1C,0,1,-14,-5,-11,-0.2,9,-7,-1.7,1,0
CC(C)(C)OC(=O)N1CCN(C(=O)c2[nH]cnc2C(=O)Nc2ccc(Cl)cc2)CC1,.,9,-12,-3,-11,1.2,.,-8,0.8,-5,-3
Cc1noc(C)c1NC(=O)Nc1ccc2c(c1)C(=O)N([C@H](C)CO)C[C@H](C)[C@@H](CN(C)S(=O)(=O)c1ccc(F)cc1)O2,.,5,-5,-5,-12,-1.9,3,-25,0.7,9,-3
F[B-](F)(F)c1cc2cc(Br)ccc2s1,.,-6,-8,-5,-12,-0.2,117*,.,-1.0,8,-7
CCC(=O)Nc1ccc(Oc2ccc3c(c2)C(=O)NC3=O)cc1,1,-8,-11,-1,-5,-1.6,-34,138,-0.5,2,-6
OC[C@H]1O[C@@H](n2cnc3c(NC4CCCC4)nc(Cl)nc32)[C@H](O)[C@@H]1O,.,-6,-7,-6,-2,-0.6,9,5,-2.4,-1,1
Cc1cc(C)c(C(=O)COC(=O)Cn2c(C)csc2=O)cc1C,-4,2,-8,2,-1,0.9,-33,-7,-0.6,-4,-19
CCn1cc(/C=C(\NC(=O)c2ccccc2OC)C(=O)NCCCn2ccnc2)c2ccccc21,5,-2,-11,-2,-6,.,-17,-13,2.1,1,-2
CCOc1ccc(CCNC(=O)CSc2cc(=O)n(C)c3cc(Cl)ccc23)cc1OCC,-5,6,-18,-19,-7,.,12,-10,-0.4,-2,-7
Cn1c(COc2ccccc2)nnc1SCC(=O)Nc1ccc(N2CCOCC2)cc1,-4,6,-1,7,-7,0.0,8,6,0.8,-2,0
Cc1cc(O)c(C2(O)C(=O)Nc3ccccc32)cc1C (stereo not given),-2,-9,-9,-11,1,0.2,-3,-8,-0.9,10,-3
COc1cccc(OCC(=O)NNC(=S)Nc2ccc(Cl)cc2Cl)c1,-2,-7,-1,-9,-2,2.8,-10,320,1.3,-1,1
Cc1cccc(CSCCNC(=O)CCSc2ccccc2)c1,-4,.,6,4,-3,0.3,-11,14,0.6,-7,-8
Cc1ccsc1C(=O)OCC(=O)NCCc1ccccc1,0,-1,-16,-7,5,-0.5,-11,-3,-2.3,4,-3
CCOC(=O)c1ccccc1NC1c2ccccc2C(=O)N1c1cc(C)ccn1 (stereo not given),.,-24,-5,6,-1,0.5,3,108,0.9,-1,-7
COc1ccc(C=NN=C2c3ccccc3-c3ccccc32)cc1O,14,0,-6,0,-5,-0.7,-44,.,3.8,-10,5
O=c1c2ccccc2nc2ccccn12,-4,9,-11,-13,-5,2.1,6,4,-0.3,2,0
O=C(NCc1cccnc1)c1ccc(Br)o1,-1,4,-16,-11,-1,-1.7,.,.,0.8,7,-6
O=C(CCCN1C(=O)c2ccccc2C1=O)N1CCC(c2ccccc2)C1 (stereo not given),-1,3,-8,0,-4,1.2,12,-2,0.7,-2,-3
O=[N+]([O-])c1ccc(/C=N/Nc2nc(-c3ccccc3)c3cc(Br)ccc3n2)o1,1,-5,-5,-5,23*,-0.5,-45,-6,1.3,-4,0
CCOc1ccc(S(=O)(=O)N2CCC(C(=O)NCc3cccnc3)CC2)cc1C,.,12,0,-3,-6,0.0,-10,159,0.1,-2,-1
COc1ccc(C2N=C(Nc3ccc(C)cc3)Nc3nc(C)cc(=O)n32)cc1 (stereo not given),0,3,8,3,-1,-2.9,.,13,-0.1,5,-4

# Random draw from the library, and some 3.2% of all compounds hit somewhere here.
